# Source: PubChem BioAssay (several laboratories)
# KCNQ1 block: inhibitors of human KCNQ1 channel, primary screen, cell-based, thallium flux, high-throughput; actives 1.3% (n = 310,000); B-score at 10 µM; Potassium voltage-gated channel subfamily KQT member 1 (Homo sapiens), P51787; CHO-K1 KCNQ1, FluxOR thallium flux fluorescence; active compounds read high; AID 2642, 2010;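 active means compounds whose thallium flux B-score, printed positive for inhibition, exceeds three library SD while starting fluorescence stays within three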;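 further: channel opened by potassium depolarization with thallium stimulus after 20 min compound exposure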
# TRPC4 agonist: activators of mouse TRPC4 channel, primary screen, Fluo4 calcium, HEK293 TRPC4beta/mu-opioid cells; Fluo4 calcium fluorescence; active compounds read high; AID 2237, 2010; B-score at 10 µM; actives 0.49% (n = 310,000); Short transient receptor potential channel 4 (Mus musculus), Q9QUQ5;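 active means B-score above 5 SD of library B-scores, and initial fluorescence ratio not above library mean plus 5 SD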;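 further: positive B-score marks a calcium rise read as TRPC4 activation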
# Target sequence (Q9QUQ5 whole entry, looked up): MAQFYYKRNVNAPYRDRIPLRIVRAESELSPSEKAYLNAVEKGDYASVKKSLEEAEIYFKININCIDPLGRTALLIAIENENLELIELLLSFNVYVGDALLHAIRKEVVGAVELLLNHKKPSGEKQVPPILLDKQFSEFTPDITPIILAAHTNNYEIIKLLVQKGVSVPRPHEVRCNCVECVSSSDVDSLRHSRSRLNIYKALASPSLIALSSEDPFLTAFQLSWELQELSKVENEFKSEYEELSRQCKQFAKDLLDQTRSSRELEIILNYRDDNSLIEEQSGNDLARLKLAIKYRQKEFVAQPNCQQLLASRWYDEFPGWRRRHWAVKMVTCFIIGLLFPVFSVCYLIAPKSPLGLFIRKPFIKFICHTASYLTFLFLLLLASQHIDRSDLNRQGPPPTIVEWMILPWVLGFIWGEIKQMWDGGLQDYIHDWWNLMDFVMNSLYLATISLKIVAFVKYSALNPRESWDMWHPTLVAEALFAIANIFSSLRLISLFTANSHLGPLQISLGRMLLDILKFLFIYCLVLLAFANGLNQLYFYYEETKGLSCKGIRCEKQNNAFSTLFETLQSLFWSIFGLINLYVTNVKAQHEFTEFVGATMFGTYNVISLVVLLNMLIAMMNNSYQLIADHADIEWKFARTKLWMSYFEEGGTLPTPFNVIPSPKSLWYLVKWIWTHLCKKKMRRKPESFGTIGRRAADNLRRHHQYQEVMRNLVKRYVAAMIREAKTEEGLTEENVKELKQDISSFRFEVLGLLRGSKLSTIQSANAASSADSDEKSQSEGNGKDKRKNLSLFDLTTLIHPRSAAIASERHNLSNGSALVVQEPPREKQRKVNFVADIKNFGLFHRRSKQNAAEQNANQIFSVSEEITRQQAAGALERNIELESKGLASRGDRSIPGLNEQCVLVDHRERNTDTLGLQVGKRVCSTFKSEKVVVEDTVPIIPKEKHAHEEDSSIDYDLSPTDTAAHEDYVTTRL
#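 Incubation: 45 min room-temperature Fluo4 loading, 110 s read / System: HEK293 cells stably co-expressing mouse TRPC4beta and mu-opioid receptor / Signal: Fluo4 fluorescence, kinetic / Control set: buffer (low) and maximal DAMGO (high) / Measure: integrated baseline-normalised fluorescence ratio, converted to per-well B score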
# hERG rescue: hERG rescue from dofetilide block, primary screen, cell-based, CHO-hERG, FluxOR thallium flux, dofetilide IC70. dofetilide IC70 present. activation (rescue from dofetilide block), less the hit threshold, % at 10 µM. actives 0.51% (n = 310,000);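 active means activation above the mean of controls blocked by dofetilide plus 5 SD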;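 further: thallium influx through hERG after potassium depolarization seen as dye fluorescence rise; in these data hits start at about 4.7%; inactives centre near -7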
# TRPC4 potent: positive allosteric modulators of TRPC4, primary screen, cell-based, mouse TRPC4beta, HEK293 mu-opioid, Fluo-4 calcium; AID 2227, 2009; DAMGO EC20, Fluo-4 Ca2+ flux; active compounds read high; B-score at 10 µM; Short transient receptor potential channel 4 (Mus musculus), Q9QUQ5; actives 0.42% (n = 310,000);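 active means B-score of calcium response area above 5 SD of library B-scores, with initial fluorescence ratio within 5 SD of library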;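 further: B-score of integrated fluorescence ratio over time as area under calcium response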
# KCNQ1 act: potentiators or activators of KCNQ1 channel, primary screen, cell-based, thallium flux, high-throughput; Potassium voltage-gated channel subfamily KQT member 1 (Homo sapiens), P51787; CHO-K1 KCNQ1, thallium flux FluxOR fluorescence; active compounds read high; B-score at 10 µM; actives 0.35% (n = 310,000); AID 2648, 2010;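 active means fluorescence ratio B-score, a plate-corrected score, at least three library SD, with initial intensity B-score within 5 SD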
#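 assay system = KCNQ1-transfected CHO-K1 cells | medium = assay buffer with matched DMSO | probe or stimulus = depolarizing K+/Tl+ stimulus, K2SO4 and Tl2SO4 each 12.5 mM in 5x stock | dosing = single dose | incubation = dye 90 min, compound 20 min, room temperature | detection = kinetic FluxOR fluorescence, 10 s baseline plus 110 s post-stimulus | evaluation = ratio B score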
# Platelet DG rel: inhibitors of platelet dense granule secretion, primary screen, cell-based, MLPCN, human platelets | inhibition, %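 (compounds screened at 7.5 µM in platelet-rich plasma)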 | human platelet-rich plasma, SFLLRN dense granule ATP release, luminescence | actives 0.22% (n = 300,000);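 active means mean replicate score, as percent of positive control, at or above 50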
# KCNK3 block: human KCNK3 channel inhibitors, primary screen, CHO cells, FluxOR thallium flux, B-score; Potassium channel subfamily K member 3 (Homo sapiens), O14649; FluxOR fluorescence; active compounds read low; B-score at 10 µM; actives 0.84% (n = 340,000);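 active means B-score under library mean minus 4 SD, starting fluorescence ratio at most library mean plus 5 SD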;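 further: more negative B-score means stronger inhibition of thallium flux through KCNK3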
# PolyA inh: polyadenylation inhibitors in yeast reporter cells, primary screen, luminescence, S. cerevisiae. S. cerevisiae SKY197-pL101 polyadenylation reporter, beta-gal luminescence; efflux-impaired pdr1/pdr3 knockout yeast; score 100 = 6 SD above DMSO. calls only at 12 µM. actives 0.02% (n = 300,000);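 active means lowest replicate activity score at least 50, where 100 means six control SD above control mean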;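 further: yeast exposed to compound for 9 h at 30 °C; higher score means more reporter readthrough which indicates perturbed polyadenylation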
# TRPC4 block: inhibitors of mouse TRPC4 channel, primary screen, Fluo4 calcium, HEK293 TRPC4beta/mu-opioid cells. Short transient receptor potential channel 4 (Mus musculus), Q9QUQ5. DAMGO-evoked Fluo4 calcium flux; active compounds read low. B-score at 10 µM. actives 0.39% (n = 300,000). AID 2247, 2010;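 active means B-score over 3 SD under the library average, no early fluorescence shift, positive overall ratio signal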
#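 Assay system: Stable TRPC4beta/mu-opioid receptor HEK293 cells | Reagent: DAMGO in two steps, submaximal then maximal | Compound dosing: Single concentration per test compound | Signal: Fluo4 Ca2+ flux fluorescence | Evaluation: Per-well B score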
# KCNK9 block: KCNK9 potassium channel inhibitors, primary screen, HEK293 cells, thallium flux | AID 488922, 2010 | B-score at 10 µM | FluxOR thallium flux fluorescence; active compounds read low | actives 1.2% (n = 310,000);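 active means ratio B-score over 3 SD below the library mean, with starting fluorescence within 5 SD of its mean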;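 further: negative B-score means less thallium flux so channel inhibition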
# Dyrk1A ADPGlo: rat Dyrk1A kinase inhibitors, primary screen, biochemical, single point, plate reader. Dual specificity tyrosine-phosphorylation-regulated kinase 1A (Rattus norvegicus), Q63470. ADP-Glo luminescence, NFATc1 peptide. inhibition, % at 12.5 µM. actives 0.43% (n = 310,000); in the data active means inhibition above about 50%;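 further: plate controls were vehicle with enzyme for no effect and no enzyme for full effect; many of its hits are not listed in these tables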
# An asterisk follows results filed as active; i = inactive; nt = not tested or not shown. These rows are one share of the data; count on the stated rates, not on these rows.
no.	Compound	KCNQ1 block	TRPC4 agonist	hERG rescue	TRPC4 potent	KCNQ1 act	Platelet DG rel	KCNK3 block	PolyA inh	TRPC4 block	KCNK9 block	Dyrk1A ADPGlo
1	CC1CCCN(C(=O)CN2C(=O)C(C)Oc3ccccc32)C1 (configuration not stated)	i	i	-8.6	i	i	3.8	i	i	i	i	2.4
2	COc1ccc(NC(=S)N2CCC(c3nc4ccccc4[nH]3)CC2)c(OC)c1	i	i	-5.0	i	i	-5.6	i	i	i	i	-0.2
3	COc1ccc(NC(=O)C2CCCO2)cc1OC (configuration not stated)	i	i	-8.7	i	i	-3.8	i	i	i	i	0.2
4	C1=CC2CC1CC2CN1CCN(c2ccccc2)CC1 (configuration not stated)	i	i	-13.8	i	i	9.2	i	i	i	i	0.8
5	CSc1ccccc1OCc1cc(C(=O)NC2CCOC(C)(C)C2)no1 (configuration not stated)	i	i	-13.6	i	i	8.1	i	i	i	i	-2.9
6	CCOC(=O)C1CCN(c2cc3c(cc2NC(=O)c2ccccc2Cl)n(C)c(=O)n3C)CC1	i	i	-23.7	i	i	3.1	i	i	i	i	4.0
7	CCOc1ccc(-c2nc(CSCC(=O)NCC3CCCO3)c(C)o2)cc1 (configuration not stated)	i	i	-7.5	i	i	0.3	i	i	i	i	nt
8	O=C(Nc1ccc(Cn2cccn2)cc1)c1ccc(COc2ccc(Br)cc2)cc1	i	i	-4.1	i	i	-0.2	i	i	i	i	11.2
9	O=C(COc1ccccc1[N+](=O)[O-])NCCC1=CCCCC1	i	i	-11.8	i	i	1.7	i	i	i	i	4.9
10	COc1ccc(NS(=O)(=O)c2ccc(-c3coc(C)n3)cc2)cc1OC	8*	i	-13.0	i	i	-4.2	i	i	i	i	nt
11	COc1ccc(NC(=O)CN(C)C(=O)c2cn(-c3ccccc3)nc2-c2cccnc2)cc1	i	i	-4.2	i	i	-18.8	i	i	i	i	-1.2
12	CCCCN(C(=O)c1ccccc1OCc1ccc(F)cc1)c1c(N)n(CCC)c(=O)[nH]c1=O	i	i	-6.9	i	i	-4.0	i	i	i	i	-3.9
13	O=C(c1cccc(C(=O)N2CCN(c3ccccc3)CC2)c1)N1CCN(c2ccccc2)CC1	i	i	-6.4	i	i	-5.4	i	i	-7*	i	-5.8
14	CNC(=S)Nc1cccc(S(=O)(=O)NC2=NCCC2)c1	i	i	0.2	i	i	5.5	i	i	i	i	-6.7
15	CCOc1ccc(C(=O)NCC(=O)OCC(=O)N2CCCCC2)cc1	i	i	-4.9	i	i	nt	i	i	i	i	-2.3
16	COc1ccc(-n2nc(C(=O)NCC(=O)NC(C)C)c3ccccc3c2=O)cc1	i	i	-10.1	i	i	3.6	i	i	i	i	-0.4
17	C/C=C/Cn1c(SCc2ccc(Cl)cc2)nc2c1c(=O)[nH]c(=O)n2C	i	i	-7.7	i	i	0.9	i	i	i	i	2.5
18	Cc1cc(OC(C)C(=O)NCCN2CCOCC2)c2c(C)c(C)c(=O)oc2c1 (configuration not stated)	i	i	-4.5	i	i	22.2	i	i	i	i	3.8
19	COc1cccc(C2/C(=C(\O)c3ccc4c(c3)OCO4)C(=O)C(=O)N2CCN(C)C)c1OC (configuration not stated)	i	i	-10.3	i	i	-2.0	i	i	i	i	0.2
20	O=C(NC1CC1)c1cccc(Oc2ccccc2)c1	i	i	-11.3	i	i	2.5	i	i	i	i	-4.8
21	Cc1c(NC(=O)c2ccc(N(C)S(=O)(=O)c3ccccc3)cc2)c(=O)n(-c2ccccc2)n1C	i	i	-7.5	i	i	4.0	i	i	i	i	-4.6
22	CC1(C)Cc2nc3sc(C(=O)NCCO)c(N)c3cc2CO1	i	i	0.3	i	i	1.4	i	i	i	i	7.9
23	Cc1ccc(NC(=O)CC2SC3=NCCCN3C2=O)c(C)c1 (configuration not stated)	i	i	-7.2	i	i	3.5	i	i	i	i	2.1
24	CC(=O)Nc1nc2ccccc2n1Cc1ccccc1	i	i	3.5	i	i	3.0	i	i	i	i	10.4
25	Cc1c(CNCCc2ccccc2)c(C(=O)O)c(C)n1-c1ccccc1	i	i	-5.9	i	i	13.7	i	i	i	i	1.7
26	NS(=O)(=O)c1ccc(CCNC(=S)Nc2ccc(F)cc2)cc1	i	i	-3.4	i	i	12.1	i	i	i	i	1.1
27	COC(=O)c1cc(C(=O)OC)cc(-n2c(C)cc(C=O)c2C)c1	i	i	-4.0	i	i	-0.9	i	i	i	i	-4.7
28	Nc1cc2c(cc1C(=O)c1cccc(Br)c1)OCCO2	i	i	-8.3	i	i	-6.1	i	i	i	i	2.5
29	COc1ccc(CN2CCNC(=O)C2CC(=O)NCCC2=CCCCC2)c(F)c1 (configuration not stated)	i	i	-12.4	i	i	1.0	i	i	i	i	-2.0
30	Oc1ccc(/C=N/NC(=S)Nc2cccnc2)c(O)c1O	i	i	-11.3	i	i	7.9	i	i	i	i	17.6
31	COc1ccccc1NC(=O)CCSc1nc(C)cs1	i	i	-3.9	i	i	0.2	i	i	i	i	7.0
32	Cc1nc(-c2ccccn2)sc1C(=O)Nc1ccc(F)cc1	i	i	-14.4	i	i	-3.1	i	i	i	i	7.8
33	CC(Cc1cccnc1)NC(=O)CCc1nnc(-c2ccccc2)o1 (configuration not stated)	i	i	-9.7	i	i	3.3	i	i	i	i	nt
34	C=C(C)c1cccc(C(C)(C)NC(=O)Nc2ccc(C)cn2)c1	i	i	-22.6	i	i	-10.8	i	i	i	i	2.8
35	COCC(=O)Nc1ccc([N+](=O)[O-])cc1C	i	i	-13.4	i	i	0.4	i	i	i	i	2.4
36	CCOC(=O)C1(CCOc2ccccc2)CCN(Cc2nccn2CC)CC1	i	i	-4.5	i	i	3.7	i	i	i	i	3.7

# Just KCNK3 block (3 entries from above):
item | mol | KCNK3 block
26 | NS(=O)(=O)c1ccc(CCNC(=S)Nc2ccc(F)cc2)cc1 | i
29 | COc1ccc(CN2CCNC(=O)C2CC(=O)NCCC2=CCCCC2)c(F)c1 (configuration not stated) | i
36 | CCOC(=O)C1(CCOc2ccccc2)CCN(Cc2nccn2CC)CC1 | i

# (cont.)
no.	Compound	KCNQ1 block	TRPC4 agonist	hERG rescue	TRPC4 potent	KCNQ1 act	Platelet DG rel	KCNK3 block	PolyA inh	TRPC4 block	KCNK9 block	Dyrk1A ADPGlo
37	Cc1cc2ncn(/N=C/c3cccnc3)c2cc1C	i	i	-12.7	i	i	2.2	i	i	i	i	20.0
38	CCOC(=O)C1(Cc2ccccc2)C(=O)Nc2ccccc21 (configuration not stated)	i	i	-4.8	i	i	-2.1	i	i	i	i	-0.9
39	Cc1ccc(NCN2C(=O)C3CC=CCC3C2=O)cc1 (configuration not stated)	i	i	-8.4	i	i	-6.7	i	i	i	i	0.2
40	CN1C(=O)/C(=C/C=C2\SCCN2C)OC1=S	i	i	-11.8	i	i	-1.1	i	i	i	i	5.3
41	CCOC(=O)c1cc(-c2ccco2)nc2c1c(C)nn2CCC#N	i	i	-20.9	i	i	-0.5	i	i	i	i	-1.9
42	O=C(Nc1cccnc1)c1sc2cccc(F)c2c1Cl	i	i	-0.4	i	i	7.7	i	i	i	i	5.5
43	Cc1cc(C)c2nc(-c3ccccn3)cc(C(=O)NCc3ccc(S(N)(=O)=O)cc3)c2c1	i	i	-6.3	i	i	10.7	i	nt	i	i	-2.0
44	O=C(COC(=O)C1CCN(S(=O)(=O)c2cccc3cccnc23)CC1)c1ccccc1	i	i	-8.9	i	i	-2.7	i	i	i	i	-7.7
45	CC(C)OC(=O)CCCNc1ccc([N+](=O)[O-])cc1[N+](=O)[O-]	i	i	-2.9	i	i	8.2	i	i	i	i	12.3
46	CCOc1ccc(N2CC(C(=O)Nc3ccc(S(=O)(=O)N4CCOCC4)cc3)CC2=O)cc1 (configuration not stated)	i	i	-7.7	i	i	12.6	i	i	i	i	-5.7
47	O=c1[nH]c2ccccc2n2c(=S)[nH]nc12	i	i	-11.6	i	i	5.1	i	i	i	i	27.6
48	CCC1(c2ccccc2)NC(=O)N(CC#N)C1=O (configuration not stated)	i	i	-9.4	i	i	-5.8	i	i	i	i	-2.7
49	CCc1ccc(Nc2cc(=O)n(C3CCCCC3)c(=O)[nH]2)cc1	i	i	1.0	i	i	-2.6	i	i	i	i	-2.1
50	Cc1cc(C)c(C)c(S(=O)(=O)NCC(=O)Nc2sc3c(c2C(N)=O)CCCC3)c1C	i	i	-5.1	i	i	-0.8	i	i	i	i	-6.1
51	O=C(Nc1ccccc1OC(F)F)c1ccc(S(=O)(=O)N2CCOCC2)cc1	i	i	-13.9	i	i	15.2	i	i	i	i	1.8
52	CCCNC(=S)N1CCC(NC(=O)c2ccc(C)cc2)CC1	i	i	-5.6	i	i	-0.3	i	i	i	i	-1.8
53	Cc1cccc(C2N(c3ccc(F)cc3)C(=O)C3CCCN32)c1 (configuration not stated)	i	i	-5.9	i	i	5.7	i	i	i	i	20.9
54	COc1ccc(C(=O)NCc2nnc(SCC(=O)NC3=NCCS3)n2C)cc1	i	i	-5.1	i	i	16.1	i	i	i	i	1.1

# Along the list, from the results shown:
# Compounds 49–54 in TRPC4 block: i, i, i, i, i, i
# Compounds 49–54 in KCNQ1 act: i, i, i, i, i, i
# Compounds 49–54 in KCNK3 block: i, i, i, i, i, i
